IDH1 R132H inh: blocks human mutant IDH1 R132H enzyme; Potency, µM (doses to about 76.6 µM), inactives show top-dose activity change, negative = inhibition, actives largely listed as inhibitors; IDH1-R132H enzyme, NADPH consumption, diaphorase/resazurin fluorescence; 390,000 compounds, 0.093% hits; note: potency is the fitted concentration of half-maximal effect; % is set by controls: 0 for no effect and ±100 for the full control effect; nearly all actives have a fitted effect of over 65% in size
Target sequence (O75874 whole entry R132H, stated change not applied): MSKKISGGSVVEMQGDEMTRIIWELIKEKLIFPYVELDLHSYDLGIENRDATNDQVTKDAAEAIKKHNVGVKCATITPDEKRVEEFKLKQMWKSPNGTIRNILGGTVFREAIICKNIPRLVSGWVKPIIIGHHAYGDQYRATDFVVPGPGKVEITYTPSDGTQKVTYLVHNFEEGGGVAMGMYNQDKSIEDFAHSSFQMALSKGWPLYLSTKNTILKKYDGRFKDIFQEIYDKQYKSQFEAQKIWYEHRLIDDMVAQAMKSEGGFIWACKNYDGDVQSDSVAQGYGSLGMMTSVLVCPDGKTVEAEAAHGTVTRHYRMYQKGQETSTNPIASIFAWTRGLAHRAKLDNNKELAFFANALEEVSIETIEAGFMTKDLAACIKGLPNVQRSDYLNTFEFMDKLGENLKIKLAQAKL
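IDH1-R132H (0.5 ug/mL) preincubated 30 min with compound, then NADPH (0.016 mM) and alpha-KG (2 mM) added; 80 min at RT, pH 7.5. Remaining NADPH coupled via diaphorase/resazurin to fluorescence (540/590 nm); concentration-response curves normalized to no-enzyme control.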
USP1 inh: inhibitors of human USP1/UAF1 deubiquitinase. 390,000 compounds, 0.23% hits. recombinant USP1/UAF1, Ub-Rhodamine cleavage fluorescence. AID 743255. Potency, µM (highest dose often 57.1 µM), inactives show at the top dose activity change, negative = inhibition, most hits filed as inhibitors. O94782; note: potency is the fitted concentration of half-maximal effect; % is set by controls: 0 for no effect and ±100 for the full control effect; nearly all actives have a fitted effect of over 60% in size; inactives centre near -12
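High-throughput fluorogenic screen: 1nM USP1/UAF1 complex, Ub-Rho substrate 150nM final, 50mM HEPES pH 7.8 with 0.5mM EDTA, 0.1 mg/ml BSA, 1mM TCEP and 0.01% Tween-20.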
Glioma ERSR ind: ER stress response induction in glioma. U87-MG GRP78 promoter luciferase reporter, 16 h. 420,000 compounds, 0.02% hits. Potency, µM, without a hit: top-dose activation, hits mostly activators; note: potency is the fitted concentration of half-maximal effect; series mostly up to about 76 µM; % of control where 0% means no effect; nearly all actives have a fitted effect of over 35% in size
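Stably transfected U87-MG glioma cells carrying a GRP78-based luciferase sensor; 16 h compound incubation. Luminescence end-point read 10 min after Bright-Glo addition at room temperature.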
Vif-A3G inh: blocks the Vif interaction with human APOBEC3G | 410,000 compounds, 0.076% hits | HeLa A3G-eYFP + Vif (tagged APOBEC3G with the HIV-1 protein that degrades it), YFP fluorescence, overnight | Q9HC16 | Potency, µM (titrated, usually from 46.1 µM), for inactives: at the top dose activity, negative = active, most hits filed as inhibitors;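 note: potency is the fitted concentration of half-maximal effect; % is set by controls: 0 for no effect and ±100 for the full control effect; nearly all actives have a fitted effect of over 60% in size; hits raise eYFP signal because A3G escapes Vif-driven loss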
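HeLa cells stably expressing Vif and C-terminally eYFP-tagged A3G, seeded overnight at 37 deg C, then exposed to compound by pintool overnight at 37 deg C. Rise in yellow fluorescence (Ex 488/Em 500-530, Acumen) marks blocked Vif-driven A3G degradation.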
RXFP1 agonist: activates the human relaxin receptor RXFP1; AID 2676; Potency, µM (highest dose often 57.5 µM), inactives show at the highest dose activation, hits mostly activators; HEK293T-RXFP1 cAMP TR-FRET, 30 min; response scale: percent of porcine relaxin response, buffer zero; Q9HBX9; 370,000 compounds, 0.3% hits; note: potency is the fitted concentration of half-maximal effect; % is set by controls: 0 for no effect and ±100 for the full control effect; nearly all actives have a fitted effect of over 60% in size; many of its hits are not listed in these tables
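HEK293 cells stably expressing RXFP1, treated 30 min at 37C with compounds plus PDE4 inhibitor Ro 20174; cAMP measured by HTRF TR-FRET. Normalized to buffer and 29 nM porcine relaxin; EC50 by Hill fit.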
Vif-A3F inh: blocks the Vif interaction with APOBEC3F. HeLa A3F-eYFP + Vif (tagged APOBEC3F with the HIV-1 protein that degrades it), YFP fluorescence increase. Potency, µM (series often up to 46.1 µM), inactives show at the top dose activity, negative = active. 390,000 compounds, 0.2% hits. AID 602313; note: potency is the fitted concentration of half-maximal effect; % of control where 0% means no effect; nearly all actives have a fitted effect of over 65% in size
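HeLa cells stably expressing Vif plus C-terminally eYFP-tagged A3F were seeded, incubated overnight at 37 deg C, dosed with compound, incubated overnight again at 37 deg C. Yellow fluorescence (Ex 488/Em 500-530) reported blocked Vif-mediated A3F-eYFP degradation.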
TrxR1 substrate: is turned over as a substrate by rat TrxR1; O89049; purified TrxR1 substrate turnover, NADPH consumption readout; Potency, µM (series often up to 114 µM), without a hit: at the highest dose activity change, negative = substrate turnover; 390,000 compounds, 0.01% hits; AID 588456; note: potency is the fitted concentration of half-maximal effect; % is set by controls: 0 for no effect and ±100 for the full control effect; nearly all actives have a fitted effect of over 50% in size
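Rat TrxR1, dispensed at 90 nM, was prereduced with 400 uM NADPH (final) for 5 min at ~22 deg C, then incubated with compound 15 min before 400 uM selenite. A first-read NADPH fluorescence drop versus no-compound background flagged substrates.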
PI4K2A inh: PI4K2A (human) kinase inhibition | Q9BTU6 | purified PI4K2A, ADP-Glo luminescence, 1 h; hits give low values | activity change, negative = inhibition, % at 76.9 µM | 420,000 compounds, 0.13% hits | AID 1346378; in the data active = activity change below about -50%; inconclusive = mostly about -30% to -49%;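 note: -100% = wells without enzyme as full effect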
Target sequence (Q9BTU6 whole entry, looked up): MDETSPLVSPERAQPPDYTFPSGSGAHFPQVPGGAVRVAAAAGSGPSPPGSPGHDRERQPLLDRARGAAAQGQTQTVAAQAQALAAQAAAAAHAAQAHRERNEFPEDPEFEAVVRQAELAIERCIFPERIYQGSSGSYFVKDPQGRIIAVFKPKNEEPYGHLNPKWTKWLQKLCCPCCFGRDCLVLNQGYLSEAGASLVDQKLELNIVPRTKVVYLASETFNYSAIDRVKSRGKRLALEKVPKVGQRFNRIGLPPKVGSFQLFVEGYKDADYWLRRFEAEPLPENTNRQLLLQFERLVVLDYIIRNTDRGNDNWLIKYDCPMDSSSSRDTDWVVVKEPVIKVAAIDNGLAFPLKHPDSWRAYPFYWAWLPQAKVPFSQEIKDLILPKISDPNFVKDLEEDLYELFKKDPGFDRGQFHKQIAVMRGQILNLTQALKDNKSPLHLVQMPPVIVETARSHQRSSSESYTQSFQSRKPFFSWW
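ADP-Glo luminescence measured ADP generated by PI4K2A enzyme (4 ug/mL before mixing) with 1.2 mM PI substrate (pre-mix) and 300 microM ATP (pre-mix). Tris pH7.5 buffer with MgCl2, Triton X-100; 1 h reaction at ambient temperature.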
LDHA block: LDHA (human) enzyme inhibition | P00338 | 480,000 compounds, 0.15% hits | activity change, % (values are at about 110 or 230 µM) | purified LDHA, NADH/diaphorase-resazurin fluorescence; hits give low values | AID 1347041; in the data active = activity change below about -30%; inconclusive = mostly about -25% to -30%;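 note: plate controls were DMSO wells for no effect and wells without enzyme for full effect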
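Human LDH5 at 2 nM final in Tris HCl pH 7.4 with 0.06 mM NADH and 0.2 mM pyruvate, reacted 5 minutes at room temperature. Remaining NADH coupled via diaphorase/resazurin; resorufin fluorescence read at 0 and 20 minutes, normalized to enzyme-free and DMSO wells.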
The depositor's hits bear a star; ? = inconclusive; · = no result given; & = joins results of further samples; [ ] = another dose, or the depositor's remark. Unless noted, calls come from the whole dose curve; as a rule, active = well fitted curve in the direction sought with a large enough effect; inconclusive = small, poorly fitted or top-dose-only effect, or another doubt; inactive = no such curve, though single readings can be large; an effect the other way counts as inactive or inconclusive. An excerpt (hit frequency here may not be typical).

nr	Molecule	IDH1 R132H inh	USP1 inh	Glioma ERSR ind	Vif-A3G inh	RXFP1 agonist	Vif-A3F inh	TrxR1 substrate	PI4K2A inh	LDHA block
1	Cc1cc(=O)c(C(=O)O)nn1-c1ccccc1[N+](=O)[O-]	5%	-19%	-4%	0%	2.2%	-26%	-2%	5	-2
2	COc1ccc(/C=N/NC(=O)c2cnccn2)c(OC)c1OC	-12%	1%	0%	0%	1.3%	0%	-15%	-1	-7
3	COc1ccc(OC)c(N2C(=NC(=O)C3CCCCC3)SC3CS(=O)(=O)CC32)c1 (configuration not stated)	3%	-11%	-4%	-6%	1.2%	3%	-3%	4	-1
4	COc1cc(CN2CCC(C(=O)N3CCN(c4ccccc4F)CC3)CC2)ccc1O	-1%	-11%	-2%	1%	0.5%	1%	1%	6	-16
5	COc1ccc2cc(C3CC(c4cccs4)=NN3S(C)(=O)=O)c(Cl)nc2c1 (configuration not stated)	-3%	-24%	4%	-2%	3.3%	1%	6%	0	2
6	CCOC(=O)c1c(C)[nH]c(C(C)=NNC(=O)c2cccs2)c1C	0%	-8%	3%	-1%	·	-1%	2%	0	-9
7	Cc1ccc(CNC(=O)c2nn(C)c(C)c2[N+](=O)[O-])cc1	2%	-9%	-5%	-2%	6.0%	6%	-15%	-1	0
8	Cc1[nH]n(C(N)=S)c(=O)c1N=Nc1ccc(Cl)cc1Cl	-3%	-26%	2%	2%	0.6%	-14%	-4%	5	0
9	Cn1cc(-c2ccc(C(=O)Nc3cccc(Oc4ccccc4)c3)c3occc23)cn1	·	·	-4%	-12%	·	·	·	0	-20
10	O=C(NC1CCCCCCC1)C1CCN(S(=O)(=O)N2CCC3(CC2)OCCO3)CC1	-3%	-6%	7%	-3%	4.4%	2%	8%[57.1 µM]	8	-5
11	Fc1ccc(NC(=S)Nc2cccc3cnccc23)cc1	11%	-21%	-4%	-1%	5.1%	-2%	-2%	-20	24
12	CCc1nnc(NC(=O)CCC(=O)NCc2ccccc2OC)s1	-3%	-5%	-3%	0%	0.4%	-2%	3%	1	-6
13	COc1cccc(/C=C/C(=O)OCC(=O)Nc2cccc(S(=O)(=O)N3CCCCC3)c2)c1OC	3%	-12%	-3%	2%	2.8%	?	74%[activator]	2	-2
14	COc1ccc(-c2noc(CN(C)S(=O)(=O)c3ccccc3)n2)cc1OC	3%	-2%	1%	-5%	·	-4%	4%[57.1 µM]	2	-6
15	Cn1c(=O)c2c(nc(SC3C(=O)CC(C)(C)CC3=O)n2C)n(C)c1=O	-2%	-5%	-3%	-1%	12%	4%	5%	-1	-1
16	[O-][n+]1cccc2cccc(O)c21	14%	-25%	-4%	0%	·	-2%	6%[57.1 µM]	0	29
17	COc1ccc(OC)c(S(=O)(=O)NCCc2csc(-c3cccc(F)c3)n2)c1	16%	-11%	-2%	1%	1.0%	-4%	-14%[57.1 µM]	-6	-6
18	CC1CC2C3CCC4=CC(=O)C=CC4(C)[C@@]3(Cl)C(O)CC2(C)C1(O)C(=O)CO (some centres not stated)	-9%	-22%	-1%	0%	·	6%	11%	-4	-5
19	COc1ccc(-n2c(-c3ccc(C)cc3)n[nH]c2=S)cc1	-2%	-5%	-2%	-1%	-0.5%	-12%	7%	0	-1
20	COCOCCn1cc(CN2CCS(=O)(=O)N(Cc3ccc(-c4cccc(CO)c4)cc3)C(C(C)C)C2=O)nn1 (configuration not stated)	-6%	-11%	3%	3%	·	-2%	·	2	-2
21	COc1ccccc1CNC(=O)C1CCN(S(=O)(=O)c2ccc3nc4c(c(C(=O)O)c3c2)CCCC4)CC1	0%	-10%	-4%	-9%	4.3%	5%	2%[57.1 µM]	-5	-12
22	Cc1c(C(=O)NCC(c2ccc(Cl)cc2)N2CCOCC2)oc2ccccc12 (configuration not stated)	-5%	-24%	-2%	2%	0.1%	1%	-2%	-4	1
23	CCCn1c2ccccc2c2cnn(CC(=O)N(CC)CC)c(=O)c21	3%	-3%	-4%	2%	5.1%	-10%	9%	-1	2
24	Cc1c(C(=O)Nc2ccccc2Br)oc2ccc(S(=O)(=O)N3CCCCCC3)cc12	2%	15%	-3%	-1%	-2.2%	3%	0%[57.1 µM]	1	-6
25	Cc1ccc(S(=O)(=O)N2CCC(=O)N(C(COCc3cccc(C)c3)C(C)C)CC2)cc1 (configuration not stated)	2%	-29%	-4%	2%	1.5%	-1%	-5%	3	1

Arranged by count of non-hydrogen atoms (ascending): part of the list above.
nr	Molecule	IDH1 R132H inh	USP1 inh	Glioma ERSR ind	Vif-A3G inh	RXFP1 agonist	Vif-A3F inh	TrxR1 substrate	PI4K2A inh	LDHA block
7	Cc1ccc(CNC(=O)c2nn(C)c(C)c2[N+](=O)[O-])cc1	2%	-9%	-5%	-2%	6.0%	6%	-15%	-1	0
22	Cc1c(C(=O)NCC(c2ccc(Cl)cc2)N2CCOCC2)oc2ccccc12 (configuration not stated)	-5%	-24%	-2%	2%	0.1%	1%	-2%	-4	1
4	COc1cc(CN2CCC(C(=O)N3CCN(c4ccccc4F)CC3)CC2)ccc1O	-1%	-11%	-2%	1%	0.5%	1%	1%	6	-16

Further structures.
nr	Molecule	IDH1 R132H inh	USP1 inh	Glioma ERSR ind	Vif-A3G inh	RXFP1 agonist	Vif-A3F inh	TrxR1 substrate	PI4K2A inh	LDHA block
26	CSCCC(NS(=O)(=O)c1ccc(C)cc1)C(=O)NCCc1c[nH]c2ccccc12 (configuration not stated)	-1%	-24%	3%	0%	1.1%	1%	0%	2	-4
27	COc1ccc(C(=O)Nc2cc(C(F)(F)F)ccc2-n2cncn2)cc1	2%	2%	-2%	-4%	2.2%	1%	-14%	-1	-3
28	NCC(=O)CCC(=O)O	-10%	-21%	0%&-5%	1%	-1.2%	2%	3%	-1&-1	-1
29	Clc1cc(Cl)cc(Nc2ncn[nH]2)c1	0%	-10%	-1%	2%	-0.8%	3%	-5%	5	-5
30	CC(=O)c1cc(CN2CCC(N3CCC(C(=O)NC(C)C)CC3)CC2)cs1	16%	-12%	-6%	-6%	-0.2%	-28%	5%	-1	1
31	CCC(=O)Oc1ccc(/C(CC)=C(\CC)c2ccc(OC(=O)CC)cc2)cc1	6%	-24%	0%	?	0.7%	-7%	4%	1	-14
32	Cc1cc(C)cc(NC(=O)COC(=O)CCCNC(=O)c2ccc(Cl)cc2)c1	3%	-17%	-3%	4%	-0.4%	-2%	-5%	2	0
33	Cn1nc(C(=O)N2CCN(C(c3ccccc3)c3ccccc3)CC2)c2ccccc2c1=O	3%	-18%	-6%	-2%	-2.4%	-8%	12%	-2	0&3
34	COC(=O)c1cn(Cc2ccc(C(F)(F)F)cc2)cc(F)c1=O	-7%	2%	0%	-4%	4.5%	-4%	0%	-1	0
35	CC(C)(C)OC(=O)N1CCC(C(=O)N[C@H](C(=O)O)c2ccccc2)(c2ccccc2)CC1	1%	-8%	-3%	6%	4.3%	-10%	-5%	2	-10
36	O=C(COc1ccc(Cl)cc1)NCc1nnc(SCC(=O)N2CCCc3ccccc32)o1	-7%	1%	-4%	2%	0.4%	-6%	-12%	2	-9
37	COc1cccc(CNC(=O)Cn2c(=O)c3cccn3c3ccc(F)cc32)c1OC	11%	-6%	-3%	3%	2.2%	-6%	-7%[11.4 µM]	-5	3
38	CCOC(=O)C1CCN(C(=O)/C(=C/c2ccccc2)NC(=O)c2ccccc2)CC1	-2%	5%	6%	-1%	-0.3%	12%	-3%	3	-10
39	COc1ccc(C2C(C(=O)N3CCOCC3)=C(C)NC3=C2C(=O)CC(C)(C)C3)c(OC)c1 (configuration not stated)	6%	-15%	-3%	0%	4.2%	-20%	168%[activator]	-1	4
40	O=C(Nc1ccccc1Br)c1cc(CN2CCCC2)on1	19%	10%	-1%	-2%	2.5%	0%	-3%[57.1 µM]	-7	-1
41	Cc1nc(-c2cccc(F)c2)sc1CCNC(=O)c1ccc(F)c(F)c1	-5%	-21%	-3%	1%	1.8%	3%	6%[57.1 µM]	3	-2
42	COC(=O)CSc1nnc(SCc2ccc(Cl)cc2)s1	2%	-17%	-10%	1%	-0.2%	-4%	3%	2	-3
43	O=C(NCCc1ccccc1)C1CCN(C(=O)Nc2ccccc2)CC1	0%	-17%	8%	0%	0.1%	-8%	4%[57.1 µM]	0	-4
44	COc1ccc(C2=NS(=O)(=O)N(C)C(C(=O)N(C)Cc3ccccc3)=C2)cc1OC	-5%&5%	-7%&-24%	-2%&-3%	1%&-2%	5.3%&-0.2%	0%&2%	2%[57.1 µM]	-3&-2	-12&0
45	COc1ccccc1CNC1CCCc2ccccc21 (configuration not stated)	1%	-14%	-2%	3%	1.6%	-2%	1%	8	-14
46	CC1=CC(C)(C(Cl)(Cl)Cl)C(C)=CC1=NO (configuration not stated)	-11%	?	-4%	-6%	·	-6%	·	8	-5
47	O=C(CN1CCOCC1)Nc1ccc(Br)cn1	-11%	7%	0%	-5%	0.8%	-3%	9%	-2	-9
48	O=C(COC(=O)C12CC3CC(CC(C3)C1)C2)NCc1ccccc1	4%	-18%	-3%	0%	·	0%	-5%	-6	-9

From PubChem BioAssay
